MrgX1 agonist = agonists of human MrgX1 receptor, primary screen, HEK293 cells, Fluo-4 calcium flux | Mas-related G-protein coupled receptor member X1 (Homo sapiens), Q96LB2 | Fluo-4 calcium fluorescence, agonist mode; active compounds read high | B-score at 10 µM | 0.44% of 310,000 active | AID 588627, 2011;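 active = calcium response B-score plate-corrected fluorescence ratio at least 3 library SD, with starting fluorescence B-score inside 5 SD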
Target sequence (Q96LB2 whole entry, looked up): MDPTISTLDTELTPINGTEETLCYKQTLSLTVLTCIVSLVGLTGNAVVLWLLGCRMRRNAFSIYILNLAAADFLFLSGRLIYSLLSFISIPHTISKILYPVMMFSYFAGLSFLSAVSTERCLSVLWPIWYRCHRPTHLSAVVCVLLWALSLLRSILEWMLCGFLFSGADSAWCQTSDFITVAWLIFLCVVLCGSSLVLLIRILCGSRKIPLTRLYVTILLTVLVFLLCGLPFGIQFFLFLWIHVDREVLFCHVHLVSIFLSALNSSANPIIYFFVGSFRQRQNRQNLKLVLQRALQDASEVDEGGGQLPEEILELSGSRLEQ
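Test system: Stable human MrgX1 HEK293 cell line | Schedule: Overnight plating before 1 h dye loading | Read-out basis: Baseline-normalised fluorescence change ratio, B-scored | Detection: Kinetic calcium dye fluorescence, Fluo-4 NW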
MrgX1 PAM = positive allosteric modulators of MrgX1, primary screen, HEK293 cells, Fluo-4 calcium flux | FDSS; active compounds read high | 0.63% of 310,000 active | B-score at 10 µM | Mas-related G-protein coupled receptor member X1 (Homo sapiens), Q96LB2;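 active = plate-corrected calcium response at least 3 library SD above typical, normal starting fluorescence, not activating the receptor alone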;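 also: compound read alongside a low EC10 to EC30 dose of BAM8-22 agonist; peak minus trough fluorescence over baseline measured at the second addition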
RGS4 pot = RGS4 potentiators or activators, primary screen, cell-based, HEK293 M3R inducible RGS4, calcium flux. AID 463111, 2010. B-score at 10 µM. 0.92% of 310,000 active. carbachol calcium flux Fluo4; active compounds read low;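 active = B-score of the integrated calcium signal more than 4 SD below the library mean, with starting fluorescence not abnormally high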;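 also: negative B-score means reduced calcium response which marks RGS4 activation or potentiation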
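Reagent: ECmax carbachol challenge; Test system: M3R-expressing HEK293 line, RGS4 induced by doxycycline; Schedule: overnight RGS4 induction, 30 min dye load 37 °C, 20 min compound RT; Detection: calcium dye Fluo4 fluorescence; Read-out: Agonist-evoked peak-minus-minimum fluorescence over baseline, integrated ratio, B score.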
ANO1 activ = TMEM16A chloride channel activators or potentiators, primary screen, cell-based, HTS; Anoctamin-1 (Mus musculus), Q8BHY3; HEK293 TMEM16A/YFP-H148Q/I152L, iodide quench fluorescence; active compounds read low; B-score at 10 µM; 0.3% of 340,000 active; AID 623877, 2012;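 active = fluorescence-ratio B-score plate-corrected deviation score at least 3 library SD below zero, with starting fluorescence score within 5 deviations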;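 also: channel opened by trigger with iodide after compound preincubation; score built on the fluorescence ratio of max minus min over baseline; more negative score means more quench and so TMEM16A activation or potentiation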
ANO1 block = TMEM16A chloride channel inhibitors, primary screen, cell-based, HTS | Anoctamin-1 (Mus musculus), Q8BHY3 | HEK293 TMEM16A/YFP iodide influx fluorescence, ionomycin | normalized B-score (activity score, 25-100; higher = stronger inhibition) at 10 µM | 1.2% of 310,000 active;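 active = ratio plate-corrected score three or more library SD toward inhibition, starting fluorescence score within five deviations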;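 also: score derived from kinetic fluorescence span divided by baseline fluorescence per well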
RGS4 block = RGS4 inhibitors, primary screen, cell-based, HEK293 M3R inducible RGS4, calcium flux; Fluo-4 calcium flux; active compounds read high; triggered by carbachol at its EC20; B-score at 10 µM; 0.45% of 310,000 active; AID 463165, 2010;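 active = B-score, a plate-corrected calcium signal, over three deviations above library mean, with baseline fluorescence within five deviations of library mean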;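 also: RGS4 expression induced by doxycycline in cells with stable M3 receptor; B-score is computed from the integrated fluorescence ratio over baseline after carbachol; higher B-score means a larger calcium signal and so more RGS4 inhibition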
Target sequence (P49798 whole entry, looked up): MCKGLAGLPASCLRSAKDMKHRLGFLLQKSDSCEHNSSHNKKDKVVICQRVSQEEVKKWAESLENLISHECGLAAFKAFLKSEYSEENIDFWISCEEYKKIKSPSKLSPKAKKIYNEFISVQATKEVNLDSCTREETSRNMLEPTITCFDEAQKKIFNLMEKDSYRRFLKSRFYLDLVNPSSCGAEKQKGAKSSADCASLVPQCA
SKKanGAS inh = S. pyogenes SKKanGAS growth inhibitors in kanamycin, primary screen, streptokinase expression inhibitor project, SKKanGAS strain, BacTiter-Glo luminescence | 6 h | inhibition, % at 7.5 µM | 1.3% of 300,000 active | AID 1662, 2009;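 active = mean replicate score, as percent of positive control median, at least 50; inconclusive = mean below 50 but one replicate at or above 50; inactive = mean and every replicate below 50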;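 also: strain carries kanamycin resistance gene driven by streptokinase promoter and grows in 40 µg/ml kanamycin; loss of luminescence reflects streptokinase promoter inhibition or plain growth inhibition; 0% = median of DMSO wells and 100% = positive control at its reference dose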
TRPC6 act = mouse TRPC6 channel activators, primary screen, cell-based, HEK293, membrane potential dye; AID 2550, 2010; Short transient receptor potential channel 6 (Mus musculus), Q61143; B-score at 10 µM; HEK293-TRPC6 membrane potential dye fluorescence; active compounds read high; 0.13% of 310,000 active;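 active = B-score of the integrated fluorescence ratio above library mean plus 3 SD, and starting fluorescence ratio within library mean plus 5 SD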;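 also: higher score means more depolarization so channel activation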
HDAC3 inhib = HDAC3 deacetylase inhibitors, primary screen, biochemical, fluorescence, cell-free homogeneous; 0.15% of 320,000 active; Histone deacetylase 3 (Homo sapiens), O15379; AID 2718, 2010; recombinant HDAC3, fluorogenic peptide/trypsin coupled; inhibition, % at 8.3 µM; in the data active = inhibition above about 26%, passing the limit was not always enough; inconclusive = no clear call, values can overlap the other calls
Target sequence (O15379 whole entry, looked up): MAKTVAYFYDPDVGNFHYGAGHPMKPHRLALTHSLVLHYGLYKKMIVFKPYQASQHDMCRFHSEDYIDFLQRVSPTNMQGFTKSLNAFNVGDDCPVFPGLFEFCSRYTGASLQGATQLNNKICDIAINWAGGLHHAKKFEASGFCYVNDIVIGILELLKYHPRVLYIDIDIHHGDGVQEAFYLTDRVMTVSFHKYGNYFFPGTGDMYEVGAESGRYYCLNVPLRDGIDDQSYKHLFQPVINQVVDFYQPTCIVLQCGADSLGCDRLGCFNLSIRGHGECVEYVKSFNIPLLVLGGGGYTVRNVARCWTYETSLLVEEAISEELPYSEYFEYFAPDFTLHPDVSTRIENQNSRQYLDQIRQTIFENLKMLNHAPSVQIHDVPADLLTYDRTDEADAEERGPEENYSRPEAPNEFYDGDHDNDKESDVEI
TRPC6 inhibitor = mouse TRPC6 channel inhibitors, primary screen, cell-based, HEK293, membrane potential dye | Short transient receptor potential channel 6 (Mus musculus), Q61143 | ACh-evoked depolarization; active compounds read low | B-score at 10 µM | 1.1% of 310,000 active;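 active = B-score under library mean minus 3 SD, initial fluorescence not abnormally high, positive integrated signal ratio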;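 also: B-score derived from integrated fluorescence ratio over the kinetic read; more negative B-score means stronger inhibition of depolarization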
MrgX1 antagonist = antagonists of human MrgX1 receptor, primary screen, HEK293 cells, Fluo-4 calcium flux; Mas-related G-protein coupled receptor member X1 (Homo sapiens), Q96LB2; BAM8-22 antagonism; active compounds read low; B-score at 10 µM; 1.3% of 310,000 active;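 active = calcium-response B-score plate-corrected more than 3 library SD below zero, starting fluorescence within 5 deviations, no agonist response on first addition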;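 also: peak minus trough fluorescence over baseline after final BAM8-22 challenge near maximal dose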
* = called active by the depositor; i = inactive; ? = inconclusive; · = no result given. Hits appear at their usual frequency; overall some 6.7% were active at least once.

SMILES	MrgX1 agonist	MrgX1 PAM	RGS4 pot	ANO1 activ	ANO1 block	RGS4 block	SKKanGAS inh	TRPC6 act	HDAC3 inhib	TRPC6 inhibitor	MrgX1 antagonist
O=C(Nc1ccc2c(c1)CCC2)Nc1ccc2c(c1)OCO2	i	i	i	i	i	i	8	i	4	i	i
Cc1nc2ccccn2c1C(=O)NN	i	i	i	i	i	i	-9	i	0	i	i
CCn1c(SCC(=O)NCc2ccccc2)nnc1-c1ccccc1O	i	i	i	i	i	i	-3	i	-6	i	i
Cc1noc(C)c1C(=O)Nc1ccccc1C(=O)NCCc1ccccc1	i	i	i	i	i	i	-3	i	-20	i	i
COc1ccc(C2NC(=O)N(C)C3=C2C(=O)CC(C)(C)C3)cc1OC (centres undefined)	i	i	i	i	i	i	-2	i	2	i	i
COc1ccc(N(C(=O)Cn2nnc3ccccc32)C2(C(=O)NC3CCCC3)CCCCC2)cc1	i	i	i	i	i	i	10	i	-8	i	i
Cc1cccc(S(=O)(=O)NNC(=O)c2sc(C)nc2C)c1	i	i	i	i	i	i	-1	i	6	i	i
CC(Oc1cccc(F)c1)c1ccnc2nc(/N=C/N(C)C)nn12 (centres undefined)	i	i	i	i	i	i	-12	i	0	i	i
COC(=O)c1cc(NC(=O)CN2C(=O)CSC2=O)ccc1Cl	i	i	i	i	i	i	-10	i	1	i	i
COC(C[C@H]1O[C@@H]1C(=O)COCc1ccccc1)OC	i	i	i	·	i	i	1	i	-2	i	i
O=C1CC(c2nc3ccccc3[nH]2)CN1Cc1ccccc1 (centres undefined)	i	i	i	i	i	i	-4	i	2	i	i
O=C(Nc1nnc(SCc2c(Cl)cccc2Cl)s1)C1CC(=O)N(c2ccc3c(c2)OCCO3)C1 (centres undefined)	i	i	i	i	i	i	?	i	8	i	i
Cc1ccc(SCc2ccc(C(=O)Nc3cccnc3)cc2)cc1	i	i	i	i	i	i	-4	i	-4	i	i
CCOC(=O)N1CCN(C(=O)COC(=O)COc2c(C)cc(C)cc2C)CC1	i	i	i	i	i	i	17	i	3	i	i
CSCc1nnc(NC(=O)c2ccc(S(=O)(=O)N(CC(C)C)CC(C)C)cc2)o1	·	·	i	·	·	i	80*	i	·	i	·
O=C(NCc1ccco1)Nc1ccc2nsnc2c1	i	i	i	i	i	6.5*	1	i	-10	i	i
Cn1cccc1P(=O)(c1cccn1C)c1cccn1C	i	i	i	i	i	i	-1	i	5	i	i
Cc1ccc(C(=O)N/C(=C/c2ccc(Cl)cc2)C(=O)Nc2cccc(C(=O)O)c2)cc1	i	i	i	i	i	i	4	i	2	i	i
CSc1nc2ccccc2c(=O)n1C1CCCCC1	i	i	i	i	i	i	10	i	3	i	i
Nc1cc(=O)[nH]c(SCC(=O)Nc2ccc(S(=O)(=O)N3CCOCC3)cc2)n1	i	i	i	i	i	i	-5	i	-9	i	i
COc1ccc(C(C#N)N2N=C(C)CC2(C)C)cc1 (centres undefined)	i	i	i	i	i	i	-12	i	-8	i	i
COc1ccc(N/C=C/C(=O)c2ccc(Oc3ncccn3)cc2)cc1	i	i	i	i	i	i	1	i	1	i	i
O=C(O)CC1Sc2nc3ccccc3n2C1=O (centres undefined)	i	i	i	i	i	i	-1	i	-6	i	i
c1ccc2cc(-c3cc4ccccn4c3)ccc2c1	i	i	i	i	i	i	9	i	0	i	i
COc1ccc(OC)c2sc(NC(=O)c3cccc(N4C(=O)CCC4=O)c3)nc12	i	i	i	i	i	i	11	i	-1	i	i
O=C(NCc1ccccc1)C1=C[C@@H](c2ccc(Br)cc2)C[C@@H](OCCCCO)O1	i	i	i	i	i	i	18	i	10	i	i
CC(C)c1ccccc1NC(=O)C1C2C=CC(C2)C1C(=O)O (centres undefined)	i	i	i	i	i	i	0	i	6	i	i
OC(CON=C1c2ccccc2-c2ccccc21)CN1CCNCC1 (centres undefined)	i	i	i	i	i	i	-4	i	-1	i	i
Cc1cccc(NC(=S)NC2CC3CCCC(C2)N3Cc2ccco2)c1 (centres undefined)	i	i	i	i	i	i	5	i	5	i	i
CC(=O)c1ccc(S(=O)(=O)NCCc2cn3ccc(C)cc3n2)cc1	i	i	i	i	i	i	3	i	-3	i	i
CCCNC(=O)COC(=O)c1ccccc1C(=O)c1ccc(Cl)c([N+](=O)[O-])c1	i	i	i	i	i	i	7	i	8	i	i
CC(C)(C)C(=O)NC1=NCCS1	i	i	i	i	i	i	-2	i	-7	i	i
COc1ccc(NC(=O)Cn2nc3n(c2=S)CCC3)cc1	i	i	i	i	i	i	0	i	5	i	i
CCOC(=O)C1=C(C)NC(=O)NC1c1ccc(N2CCC(c3ccccc3)=N2)cc1 (centres undefined)	i	i	i	i	i	i	5	i	-2	i	i
CC(C)COc1ccc(S(=O)(=O)NNC(=O)c2cc3ccccc3o2)cc1	i	i	i	i	i	i	0	i	1	i	i
Cc1ccc(C(=O)N2CCCC2)cc1S(=O)(=O)Nc1cccc(C)c1C	i	i	i	i	i	i	-8	i	-2	i	i
COc1c(Cl)cnn(-c2ccc(C)cc2)c1=O	i	i	i	i	i	i	-4	i	-5	i	i
CC(=O)c1cc2c(cc1NC(=O)CSc1nnc(C)s1)OCO2	i	i	i	i	i	i	-3	i	-6	i	i
CCOC(=O)CSc1nnc(-c2ccc([N+](=O)[O-])cc2)o1	i	i	i	i	i	i	2	i	-8	i	i
Cc1ccc(C2(CCNC(C)c3cccs3)CCOC(C(C)C)C2)cc1 (centres undefined)	·	·	i	i	·	i	4	i	·	i	·
Cc1ccc(C(C)C)c(OCC(O)CN2CCOCC2)c1 (centres undefined)	i	i	i	i	i	i	-1	i	-4	i	i
N=c1n(CCO)c2ccccc2n1Cc1ccccc1Cl	i	i	i	i	i	i	1	i	1	i	i
COC(=O)[C@@]12CCCCN1[C@H](c1ccc(-c3ccc4c(c3)OCO4)c(OC)c1)[C@@H]1C(=O)N(C)C(=O)[C@@H]12	i	i	·	i	i	·	·	·	9	·	i
CCOC(=O)CSc1nnc(CSc2nc3sc4c(c3c(=O)[nH]2)CCC4)n1-c1ccccc1	i	i	i	i	i	i	3	i	6	i	i
COc1ccc(NS(=O)(=O)c2ccc(OC)c(N(C)S(=O)(=O)c3ccc(Cl)cc3)c2)cc1	i	i	i	i	100*	i	27	i	1	i	i
Cc1cccc(Nc2nnc(SCc3cc(=O)n4cc(C)ccc4n3)s2)c1	i	i	i	i	i	i	26	i	4	i	i
COc1ccc(N(CC(=O)NC2CCCCC2)C(=O)CCCC(=O)Nc2ccccn2)c(OC)c1	i	i	i	i	i	i	-3	i	-5	i	i
O=C1CCC(C(=O)N2CCOCC2)CN1Cc1ccc(Cl)cc1 (centres undefined)	i	i	i	i	i	i	-8	i	-3	i	i
N#CCCN1CCN(C(=S)c2ccc(-c3ccc(Cl)c(Cl)c3)o2)CC1	i	i	i	i	i	i	-3	i	-3	i	i
COCc1nnc(NC(=O)c2ccc(S(=O)(=O)N(CC(C)C)CC(C)C)cc2)o1	i	i	i	i	i	i	34	i	12	i	i

Remaining list, next part.
SMILES	MrgX1 agonist	MrgX1 PAM	RGS4 pot	ANO1 activ	ANO1 block	RGS4 block	SKKanGAS inh	TRPC6 act	HDAC3 inhib	TRPC6 inhibitor	MrgX1 antagonist
Cc1c(C(=O)N2CCCc3ccccc32)oc2ccccc12	i	i	i	i	i	i	5	i	1	i	i
CC(=O)Nc1ccc(S(=O)(=O)N2CCC(N3CCCCCC3)CC2)cc1	i	i	i	i	i	i	2	i	-4	i	i
COc1ccc(OC)c(NC(=O)CCCC(=O)NC2CCCCC2)c1	i	i	i	i	i	i	-2	i	0	i	i
CC(C)(C)NC(=O)COC(=O)c1ccc(Cl)c(S(N)(=O)=O)c1	i	i	i	i	i	i	·	i	-7	i	i
CCCOC(=O)c1ccc(NC(=O)c2cc(Cl)ccc2OC)cc1	i	i	i	i	i	i	2	i	-1	i	i
CCC1Oc2ccccc2N(Cc2ccccc2C)C1=O (centres undefined)	i	i	i	i	i	i	11	i	3	i	i
CCOc1cc2[nH]c(=S)n(Cc3ccc(C(=O)NCC(OC)OC)cc3)c(=O)c2cc1OCC	i	i	i	i	100*	i	7	i	-3	i	i
COC(=O)c1ccccc1NC(=O)CSc1nnc(CNS(=O)(=O)c2ccc(C)cc2)n1C	·	·	i	i	·	i	-8	i	·	i	·
CCN1CCc2c(sc(NC(=O)COc3ccccc3)c2C(=O)OC)C1	i	i	i	i	i	i	10	i	4	i	i
CCCCNC(=S)NNC(=O)c1csc(CC)c1	i	i	i	i	i	i	2	i	2	i	i
CC(C)C[C@@H]1NC(=O)[C@H](Cc2ccccc2)N(C)C(=O)[C@H](C)NC(=O)c2ccccc2NC(=O)[C@H](Cc2ccc(O)cc2)N(C)C1=O	i	i	i	i	i	i	-3	i	14	i	i
Cn1c(NC(=O)c2ccc(C(C)(C)C)cc2)cc(=O)n(C)c1=O	i	i	·	i	i	·	·	·	-3	·	i
CC[N+]1(C)[C@@H]2CC[C@H]1CC(OC(=O)[C@H]1CCC(C(=O)OC3C[C@H]4CC[C@@H](C3)[N+]4(C)CC)(c3ccccc3)c3ccccc31)C2 (some centres undefined)	i	i	·	i	i	·	·	·	2	·	i
O=C(Nc1ccc([N+](=O)[O-])cc1)C1C(c2ccccc2)=C1c1ccccc1	i	i	i	i	i	i	23	i	4	i	i
COc1cccc(C2CNC3(CCCC(C)C3)c3[nH]c4ccccc4c32)c1OC (centres undefined)	i	i	i	i	i	i	4	i	4	i	i
OC(CNCC#Cc1ccccc1)c1ccccc1 (centres undefined)	i	i	i	i	i	i	-2	i	0	i	i
COc1cc2c(c(O)c1OC)C(=O)C(OC)CCC2 (centres undefined)	i	i	i	i	i	i	-3	i	2	i	i

Source: PubChem BioAssay
